BoNT A protease: BoNT/A light chain protease inhibitors, primary screen, biochemical, flow cytometry, MLPCN library. multiplex microsphere protease substrate cleavage. AID 588499, 2011. 0.17% of 360,000 active. inhibition, % at 10 µM; in the data active = inhibition above about 30%; inconclusive = no clear call, values can overlap the other calls; note: plate controls were buffer without enzyme for full effect and enzyme alone for no effect
BioA inh: M. tuberculosis BioA enzyme inhibitors, primary screen, biochemical, plate reader, single point, HTS | 7,8-diaminopelargonic acid synthase BioA (Mycobacterium tuberculosis) | inhibition, % at 9.99 µM | purified M. tuberculosis BioA enzyme | 0.096% of 360,000 active; in the data active = inhibition above about 40%; inconclusive = no clear call, values can overlap the other calls
CCHF vOTU inh: CCHFV vOTU protease inhibitors, primary screen, biochemical, Pep-AMC substrate, fluorescence; Crimean-Congo hemorrhagic fever virus L polyprotein viral ovarian tumor (vOTU) protease …; 0.55% of 370,000 active; AID 651958, 2012; inhibition, % at 11.5 µM; note: 0% = vehicle wells with enzyme and 100% = no enzyme wells
FadD28 FP inh: inhibitors of FadD28 bisubstrate probe binding, primary screen, biochemical, fluorescence polarization, single point; Mycobacterium tuberculosis FadD28 fatty-acid-AMP ligase; inhibition, % at 12.5 µM; 0.22% of 360,000 active; AID 588549, 2011; in the data active = inhibition above about 8.5%, passing the limit was not always enough; inconclusive = no clear call, values can overlap the other calls
Mtb UGM inh: M. tuberculosis UGM enzyme inhibitors, primary screen, biochemical, fluorescence polarization, single point | inhibition, % at 10 µM | UDP-galactopyranose mutase (Mycobacterium tuberculosis (strain ATCC 25618 / H37Rv)), … | 0.06% of 320,000 active | purified UGM, fluorescence polarization probe displacement; in the data active = inhibition above about 10%, passing the limit was not always enough; inconclusive = no clear call, values can overlap the other calls
Target sequence (P9WIQ1 whole entry, looked up): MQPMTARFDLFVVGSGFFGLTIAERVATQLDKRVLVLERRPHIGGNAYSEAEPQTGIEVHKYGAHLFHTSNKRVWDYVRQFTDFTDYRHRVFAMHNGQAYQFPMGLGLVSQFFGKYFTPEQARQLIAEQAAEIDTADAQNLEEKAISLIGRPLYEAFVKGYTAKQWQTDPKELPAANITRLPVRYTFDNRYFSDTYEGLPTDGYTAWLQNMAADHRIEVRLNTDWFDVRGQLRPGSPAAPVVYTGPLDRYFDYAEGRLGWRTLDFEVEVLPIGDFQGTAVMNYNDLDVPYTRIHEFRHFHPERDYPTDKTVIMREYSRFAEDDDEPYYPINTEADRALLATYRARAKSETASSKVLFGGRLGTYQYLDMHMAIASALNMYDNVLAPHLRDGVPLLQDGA
FBA Mtb inh: Mtb FBA enzyme inhibitors, primary screen, biochemical, fluorescence, strain H37Rv; Fructose-bisphosphate aldolase (Mycobacterium tuberculosis (strain ATCC 25618 / H37Rv)), …; purified M. tuberculosis FBA, fluorescence read-out; inhibition, % at 1 µM; 2.3% of 360,000 active; AID 588726, 2011; in the data active = inhibition above about 27%;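 note: 0% = vehicle and 100% = reference inhibitor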
Target sequence (P9WQA3 whole entry, looked up): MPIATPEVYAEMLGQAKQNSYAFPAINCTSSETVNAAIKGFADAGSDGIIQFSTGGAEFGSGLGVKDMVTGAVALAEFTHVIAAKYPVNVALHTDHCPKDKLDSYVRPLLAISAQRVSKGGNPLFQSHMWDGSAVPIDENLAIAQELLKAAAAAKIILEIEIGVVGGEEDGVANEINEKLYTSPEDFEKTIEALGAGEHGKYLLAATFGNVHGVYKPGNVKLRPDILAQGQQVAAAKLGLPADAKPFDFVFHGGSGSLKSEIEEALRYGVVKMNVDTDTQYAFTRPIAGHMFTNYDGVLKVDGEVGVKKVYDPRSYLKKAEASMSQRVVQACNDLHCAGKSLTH
GDH-TPI counter: GDH-TPI coupling enzyme inhibitors, primary screen, artefact control for M. tuberculosis FBA inhibitor project, biochemical, absorbance, full deck. GDH-TPI coupled enzyme counterscreen, NADH absorbance. inhibition, % at 4.8 µM. 1.2% of 360,000 active;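 note: 0% = DMSO wells and 100% = wells lacking the enzyme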
BoNT-F LC inh: BoNT/F light chain protease inhibitors, primary screen, biochemical, flow cytometry, MLPCN library. Botulinum neurotoxin type F light chain protease (Clostridium botulinum). Multiplex microsphere protease cleavage assay. inhibition, % at 10 µM. 0.22% of 360,000 active; in the data active = inhibition above about 35%, passing the limit was not always enough; inconclusive = no clear call, values can overlap the other calls; note: plate controls were buffer without enzyme for full effect and enzyme alone for no effect
PrPC surface inh: inhibitors of human cell surface prion protein PrPC, primary screen, cell-based, TR-FRET; Major prion protein (Homo sapiens), P04156; TR-FRET read-out; inhibition, % at 13.8 µM; 0.43% of 370,000 active; AID 720596, 2013; in the data active = inhibition above about 24%; note: 0% = median of the test wells and 100% = reference compound wells
An asterisk follows results filed as active; ? = inconclusive; . = not tested or not shown; & = joins results of further samples. Cut-off read from the data, not from the text of the source, unless noted: active = inhibition above about 30%; inactive = the rest.

The line under a structure holds: BoNT A protease	BioA inh	CCHF vOTU inh	FadD28 FP inh	Mtb UGM inh	FBA Mtb inh	GDH-TPI counter	BoNT-F LC inh	PrPC surface inh
- CCN1CCN(Cc2nc3c(c(=O)n(C)c(=O)n3C)n2C(C)C(C)=O)CC1 (configuration not stated)
 : -0.3	.	3	0.3	-1.2	1	-16	13	4
- CCN1CC(CN(C)Cc2nc(-c3cccs3)no2)CC1=O (configuration not stated)
 : 0.8	1.9	0	-4.3	4.6	0	-9	8	1
- O=C(Nc1ccc2c(c1)oc1ccccc12)N1CCOCC1
 : -0.4	-1.0	3	-1.2	-0.7	3	-3	-7	11
- COC(=O)c1ccccc1S(=O)(=O)N1Cc2cc([N+](=O)[O-])ccc2Oc2ccccc21
 : -1.3	0.3	5	0.4	-0.1	2	7	4	-12
- CC1(c2ccc(OCC(N)=O)cc2)NC(=O)NC1=O (configuration not stated)
 : -0.8	-0.5	7	-0.2	-0.7	-1	-1	-8	-5
- CCC(Sc1nc2ncccc2[nH]1)C(=O)N1CCOCC1 (configuration not stated)
 : 1.0	0.6	8	0.8	1.4	0	2	-2	3
- Cc1ccccc1Cc1c(C)nc2c(C(=O)N3CCN(Cc4ccc5c(c4)OCO5)CC3)cnn2c1C
 : 0.0	1.9	-7	-2.5	0.2	10	16	-9	8
- COc1ccc(C2/C(=C(/O)c3ccc4c(c3)CC(C)O4)C(=O)C(=O)N2Cc2cccnc2)cc1 (configuration not stated)
 : 0.7	-3.8	-6	-0.2	4.4	-2	18	6	-1
- COc1ccc(CC(=O)N2CCN(c3ccccn3)CC2)cc1
 : -1.1	0.9	10	-2.0	-1.3	3	-1	11	7
- COc1cc(O)c(C(C)=O)c(OC)c1
 : -0.2	-0.3	-3	-3.0	.	-2	-6	-8	-4
- O=S(=O)(c1ccccc1)C1(C2CC(c3ccccc3)=NO2)CC(O)C1 (configuration not stated)
 : 0.5	2.4	6	-3.5	-0.5	-1	8	-4	3
- Cn1c(CCc2ccccc2)nnc1SCC(=O)N1CCCC1
 : 0.4	-4.2	0	-2.5	-0.5	1	-4	?	-1
- O=C(Oc1cccc2ccccc12)c1cc(Cl)nc2ccccc12
 : -0.4	.	4	-2.2	0.1	3	7	-8	-1
- O=C1CCC([N+](=O)[O-])C(c2ccc(C(F)(F)F)cc2)N1 (configuration not stated)
 : 0.4	.	-16	-2.3	-0.7	-1	-6	?	4
- NS(=O)(=O)c1ccc(CCNC(=O)c2ccc3c(c2)OCCO3)cc1
 : -1.4	.	-8	-0.1	0.0	2	0	-6	-3
- COc1c(C)cc(C(=O)C2CCCN(C(=O)CCCn3cncn3)C2)cc1C (configuration not stated)
 : -0.2	-0.6	4	0.2	1.1	1	10	3	-2
- CCCc1cnc(N2CCN(S(C)(=O)=O)CC2)nc1
 : -0.4	.	-11	-3.6	1.3	2	6	-8	3
- Cc1nnc(Nc2ccc3c(c2)ncn3C)c2ccccc12
 : 0.7	.	2	-0.4	0.6	2	11	-7	-5
- CCc1onc(C)c1C(=O)Nc1cc(C)ccc1OC
 : 0.7	-2.9	-3	0.9	-1.1	0	-7	1	-3
- COC(=O)c1c(C(=O)OC)c2n(c1C)CCC2
 : 3.1	0.7	-7	-0.2	-0.4	0	2	13	-2
- COc1ccccc1Cn1c(=S)[nH]c2cc(C(=O)NCC3CCCO3)ccc2c1=O (configuration not stated)
 : 0.0	.	4	-3.5	-3.9	3	2	-4	10
- CC(C)=CC(=O)N1CCC(N2CCC(C(=O)NCC3CCCO3)CC2)CC1 (configuration not stated)
 : 1.9	-0.2	5	0.1	1.2	2	4	-2	2
- COc1ccccc1Oc1cc(F)nc(N)n1
 : ?	.	-4	0.3	1.2	-1	0	13	6
- O=C(Nc1ccc(CN2CCCCC2)cc1)Nc1ccccc1Cl
 : -0.5	.	-4	-4.2	0.7	-8	-4	-5	-7
- c1ccc2oc(-c3[nH]ncc3CN3CCC(N4CCSCC4)CC3)cc2c1
 : 0.0	.	-2	-1.3	-3.4	1	3	-1	-4
- COC1(C)CC2C(CC1OC(=O)c1cc([N+](=O)[O-])cc([N+](=O)[O-])c1)C2(C)C (configuration not stated)
 : 0.2	0.4	-3	-1.3	0.0	-5	6	3	-5
- CCOc1c(C)cnc2c1c(=O)n(Cc1ccc(Cl)cc1)c(=O)n2C
 : 1.3	-0.6	3	-2.7	-4.1	0	-8	3	4
- CCCCOc1ccc(/C=C/C(=O)N(CC)CC(=O)Nc2ccc3c(c2)OCCO3)cc1OC
 : 11	1.2	6	0.2	-2.2	5	18	11	-5
- COc1ccc2oc(=O)c(C(=O)Nc3ccccc3-c3ccccc3)cc2c1
 : -1.2	-1.0&0.2	5	1.4	.	-1	-9	-11	1
- CCC[C@@H]1C[C@@H](C(=O)NC(C(C)Cl)[C@H]2O[C@H](SC)[C@H](O)[C@@H](O)[C@H]2O)N(C)C1 (some centres not stated)
 : 0.1	-3.4	-4	-4.5	-2.0	5	10	5	2

Record cards, as listed above. Order of screens: BoNT A protease	BioA inh	CCHF vOTU inh	FadD28 FP inh	Mtb UGM inh	FBA Mtb inh	GDH-TPI counter	BoNT-F LC inh	PrPC surface inh
`CC(C)=CC(=O)N1CCC(N2CCC(C(=O)NCC3CCCO3)CC2)CC1` (configuration not stated) is entered as 1.9	-0.2	5	0.1	1.2	2	4	-2	2
`CC1(c2ccc(OCC(N)=O)cc2)NC(=O)NC1=O` (configuration not stated) is entered as -0.8	-0.5	7	-0.2	-0.7	-1	-1	-8	-5

The list goes on.
The line under a structure holds: BoNT A protease	BioA inh	CCHF vOTU inh	FadD28 FP inh	Mtb UGM inh	FBA Mtb inh	GDH-TPI counter	BoNT-F LC inh	PrPC surface inh
- CCOC(=O)CSc1nnc(NC(=O)c2ccco2)s1
 : -0.2	-2.0	14	-0.3	1.2	0	20	2	5
- CS(=O)(=O)c1ccc(CNC(=O)C2(C(F)(F)F)C/C(=C/CCO)CCCO2)cc1 (configuration not stated)
 : 0.3	-0.4	11	-2.1	-0.2	2	-2	4	-3
- COc1cc(/C=N/Nc2nc(C)cc(=O)[nH]2)cc(OC)c1O
 : 1.9	-1.1	-1	-1.8	2.3	3	8	16	2
- CCCN(CCC)S(=O)(=O)c1ccc(C(=O)NCc2ccco2)cc1
 : -1.5	-3.8	10	-3.5	-0.2	0	6	16	-2
- CCCn1nnc(NC(=S)NC(=O)/C=C/c2ccco2)n1
 : 3.1	-1.1	-4	5.5	3.5	-4	8	?	-6
- COc1ccc(-c2cc(C(=O)N3CC4(C)CC3CC(C)(C)C4)no2)cc1OC (configuration not stated)
 : -0.2	-10	8	-4.1	-0.8	-2	-2	-4	5
- CN(C)c1ncnc2c1ncn2[C@H]1CN(Cc2ccccc2)C[C@@H](CO)O1
 : 0.4	-0.2	0	-2.7	.	-1	0	0	-4
- COc1ccc2[nH]c3c(C)c4ccncc4c(C)c3c2c1
 : 0.3	-0.8	12	-2.9	-0.6	2	-4	-76	34*
- COc1ccc(N2CCN(C(c3cccs3)C(C)NC(=O)c3ccco3)CC2)cc1 (configuration not stated)
 : -0.7	0.9	3	-4.5	-3.3	1	-12	-4	1
- COc1ccc(C(=O)Nc2cc(C)c(NC(=O)c3ccccn3)cn2)cc1
 : -3.1	-0.4	5	.	2.3	1	7	-6	-7
- CN1C(=O)N(CC(=O)Nc2ccc3c(c2)OCO3)C(=O)C12CCCCC2
 : -0.1	-0.4	-12	-4.5	.	-5	2	-4	-2
- CC(C)Oc1ccc(Cc2cnc(N)nc2N)cc1
 : -0.2	.	-2	-1.1	2.0	-1	4	-7	-3
- Cc1ccc(-c2ccc(/C=C3\C(=O)ON=C3c3ccccc3)o2)c([N+](=O)[O-])c1
 : -4.9	1.6	8	-0.9	1.2	-2	16	-3	-12
- Cc1nc2c(OCc3ccc(C(F)(F)F)cc3)cccn2c1N(C)C(=O)CCC1CCCC1
 : -0.1	0.6	33*	-6.7	.	-3	-1	-2	8
- O=C(O)c1cc(N/C(=N\S(=O)(=O)c2ccc(F)cc2)c2ccccc2)ccc1O
 : -0.3	-0.2	7	5.9	.	5	6	2	-7
- CCOc1ccc(N=C2NN=C(c3cc(C)n(CC4CCCO4)c3C)CS2)cc1 (configuration not stated)
 : 0.8	.	6	-0.6	0.9	1	11	-26	9
- O=C(COc1ccccc1)Nc1ccc(CN2CCCCC2)cc1
 : -0.2	7.8	9	16*	-3.3	-1	-7	2	-3
- Cc1cc(C2=NNC(=NC3CC3)SC2)c(C)n1Cc1ccco1
 : 0.8	.	4	-5.8	-0.8	1	-5	-10	-2
- O=C(Nc1cccc(Cl)c1N1CCCC1)c1cc2ccccc2o1
 : -1.1	-2.0	8	-1.6	-0.9	-4	7	-22	7
- C[C@@H]1COc2cc(N3CCN(Cc4ccccc4F)CC3)ccc2S(=O)(=O)N1
 : 0.8	.	7	.	.	.	.	3	3
- CCC(C(=O)OC(C)C)c1ccc2ccccc2c1 (configuration not stated)
 : -0.2	-0.7	-1	-4.0	-1.2	-1	1	2	-2
- CCOC(=O)C(C)NC(=O)c1cn(-c2ccc(OC)cc2)c(=O)c2ccccc12 (configuration not stated)
 : -2.3	-0.8	-2	-0.2	-0.9	2	9	7	-1
- O=C(NCc1ccccc1F)C1CCN(C(=O)NCc2ccccc2)CC1
 : -1.8	-1.9	1	-2.6	1.2	-6	13	-3	-4
- N#Cc1ccc(-c2nc3ccc(Br)cn3c2Cc2cccc(F)c2)cc1
 : 8.0	2.6	9	-5.1	.	-3	.	2	29*
- CC(C)CN1C(=O)/C(=C/c2cccs2)NC1=S
 : -1.6	0.2	4	-2.7	-1.0	-3	21	-10	4
- CC(=O)N(/N=C/c1ccc(C)cc1)c1nc(CCl)cs1
 : 0.1	-0.2	11	-2.9	1.2	1	-5	6	-5
- COc1ccc(OC)c(-n2c(O)c(C=Nc3c(C)n(C)n(-c4ccccc4)c3=O)c(=O)[nH]c2=S)c1
 : 0.3	-3.1	-6	-0.9	1.1	-1	32*	-2	-1
- Cn1c(N)c(C(=O)COC(=O)/C=C/c2ccc(Cl)cc2Cl)c(=O)n(C)c1=O
 : 0.2	-0.3	0	1.1	2.1	5	-11	-4	5
- Cc1cccc(N(C(=O)c2csnn2)C(C(=O)NCc2ccccc2)c2cccs2)c1 (configuration not stated)
 : -1.6	-0.4	0	-2.6	0.0	1	-10	-10	-8
- Cn1c(N)c(C(=O)COC(=O)c2ccc(Cl)c(S(=O)(=O)N3CCCC3)c2)c(=O)n(C)c1=O
 : -1.1	1.2	-12	-4.7	3.2	-3	-9	-6	0
- CCOC(=O)C1=C(CN2CCN(C(=O)c3ccco3)CC2)NC(=O)NC1c1ccc(Cl)cc1 (configuration not stated)
 : 1.5	-0.5	-6	-1.6	0.2	0	1	2	3
- CCCCc1nc2cc(C(=O)N3CCCCC3C(=O)OC)ccc2o1 (configuration not stated)
 : -5.3	1.4	0	-3.5	2.3	-6	-13	-12	-3
- CCn1cc(CNCc2cn(-c3ccccc3C)nc2-c2ccc(OC)c(F)c2)cn1
 : -0.9	.	-5	-4.4	-1.5	3	10	-8	-9
- S=c1[nH]nc(COc2ccc3c(c2)OCO3)n1-c1ccccc1
 : 0.3	0.3	4	-0.6	1.2	1	8	6	-4
- Cc1cc(S(=O)(=O)N(C)CCc2ccccc2)ccc1-n1cnnn1
 : -5.6	-3.1	13	-1.0	1.3	-1	-3	-75	8
- O=C(Nc1cccc(Cl)c1)c1ccc(F)c(S(=O)(=O)NCc2ccc3c(c2)OCO3)c1
 : -0.5	.	4	-8.0	0.1	1	2	-2	4

Compound activity: PubChem BioAssay, several laboratories
